Source: PubChem BioAssay (National Center for Advancing Translational Sciences (NCATS))
12-LOX inh – Primary qHTS assay for inhibitors of human arachidonate 12S-lipoxygenase (ALOX12): Round 2; Polyunsaturated fatty acid lipoxygenase ALOX12 (Homo sapiens), P18054; purified 12hLO, xylenol orange hydroperoxide absorbance; Potency, µM (titrated, usually from 108 µM), without a hit: at the highest dose activity change, negative = inhibition, hits mostly inhibitors; hit rate 1.1% among 580,000; active = well fitted inhibition curve with a large enough effect; inconclusive = small, poorly fitted or top-dose-only effect, or another doubt; inactive = no such curve, though single readings can be large or run the other way
Target sequence (P18054 whole entry, looked up): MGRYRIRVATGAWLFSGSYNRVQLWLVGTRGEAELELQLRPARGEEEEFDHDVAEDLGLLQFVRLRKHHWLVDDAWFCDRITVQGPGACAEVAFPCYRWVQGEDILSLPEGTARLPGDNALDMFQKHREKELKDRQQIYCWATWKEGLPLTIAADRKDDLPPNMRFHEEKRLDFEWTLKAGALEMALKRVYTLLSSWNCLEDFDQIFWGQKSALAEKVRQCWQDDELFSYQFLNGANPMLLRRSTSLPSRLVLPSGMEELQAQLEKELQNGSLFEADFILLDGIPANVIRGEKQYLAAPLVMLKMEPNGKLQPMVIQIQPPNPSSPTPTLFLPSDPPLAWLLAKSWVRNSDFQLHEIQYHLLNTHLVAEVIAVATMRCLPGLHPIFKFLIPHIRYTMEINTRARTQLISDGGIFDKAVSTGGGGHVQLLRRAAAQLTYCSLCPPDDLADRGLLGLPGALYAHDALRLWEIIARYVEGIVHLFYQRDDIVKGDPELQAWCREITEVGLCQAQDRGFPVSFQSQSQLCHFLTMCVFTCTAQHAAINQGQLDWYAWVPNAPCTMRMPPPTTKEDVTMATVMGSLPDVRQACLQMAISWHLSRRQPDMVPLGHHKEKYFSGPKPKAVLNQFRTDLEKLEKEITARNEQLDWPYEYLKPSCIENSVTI
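Purified human 12hLO at 150 nM in 25 mM Hepes, 0.01% Triton X-100, pH 7.0, preincubated 15 min at room temperature with compound. Reaction started with 40 uM arachidonic acid, 30 min at room temperature. Hydroperoxide measured by Fe-xylenol orange, 573/405 nm absorbance ratio.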
Starred values were filed as active, the others as inactive; ? = inconclusive; [ ] = dose if it differs, or a comment. % is set by controls: 0 for no effect and ±100 for the full control effect; potency is the fitted concentration of half-maximal effect. The list is partial; the hit share may differ from the screen's.

Sample of the layout (3 entries):
mol	12-LOX inh
CN(CC1CCOCC1)C(=O)Cc1ccsc1	?
CN(C)C(=O)c1cccnc1OC1CCN(S(=O)(=O)c2ccc3c(c2)CCCC3)C1 (stereo not given)	-16%
C=CCNC(=O)NC(=O)COC(=O)Cc1cccc(C(F)(F)F)c1	-34%

The whole of this part, from the start:
mol	12-LOX inh
CN(CC1CCOCC1)C(=O)Cc1ccsc1	?
CN(C)C(=O)c1cccnc1OC1CCN(S(=O)(=O)c2ccc3c(c2)CCCC3)C1 (stereo not given)	-16%
C=CCNC(=O)NC(=O)COC(=O)Cc1cccc(C(F)(F)F)c1	-34%
O=C1NC[C@H](CCCCN2CCN(CCC3CCCCC3)C(=O)C2=O)N(CC2CCCCC2)C1=O	?
O=C(O)COCC(=O)NCC1CCCO1 (stereo not given)	?
COc1ccc(-n2cccn2)c(C2CC(=O)Nc3c2c(C(C)C)nn3C)c1 (stereo not given)	34%
CCNc1nc(-c2ccc(S(=O)(=O)N3CCCCCC3)cc2)cs1	?
CC(C)NC(=O)NCc1ccc(C(=O)NCC2(c3ccccc3)CCCC2)cc1	49%[activator]
O=C(Nc1cc(-c2ccccc2)nn1C1CCS(=O)(=O)C1)c1cccs1 (stereo not given)	?
CC(=O)C(Sc1nc(C)cc(C)n1)c1ccccc1 (stereo not given)	-45%
CC(c1ccc(S(C)(=O)=O)cc1)N(C)S(=O)(=O)c1cc(Cl)cc(Cl)c1 (stereo not given)	-4%
O=C(NCc1ccc(CN2CCCC2)cc1)c1cc(C2CC2)nc2ccccc12	-8%
Cc1nc(CN2Cc3nc(Nc4ccc(C(F)(F)F)cc4)ccc3OCC2=O)cs1	?
Cc1ccc(C)c(-c2cc3c(=O)n(CCNC(=O)c4ccc(F)cc4Cl)ccn3n2)c1	9%
Nc1[nH]c(C(=O)c2ccccc2)c(-c2ccc(Cl)cc2)c1C(=O)c1c[nH]c2ccccc12	-25%
CCC12CN(C(C)=O)CC(CC)(CN(C(C)=O)C1)C2=O	1%
CCc1ccc(OC(=O)c2cc(OC)c(OC)c(OC)c2)c(Br)c1	-6%
COC(=O)[C@@H]1Cc2ncn(C)c2CN1S(=O)(=O)c1ccc(Cl)cc1	?
COc1cc(NC(=O)CN2C(=O)C(c3ccccc3)=NC23CCCC3)cc(OC)c1OC	26%
Cc1cccc(O[C@H]2COCCN(S(=O)(=O)c3c(C)noc3C)C2)n1	57%[activator][176 µM]
Cc1cccc(C(CC(=O)Nc2cccc(-c3ccno3)c2)n2cccc2)c1 (stereo not given)	?
CCC(C)(C)C1CCc2c(sc(NC(C)=O)c2C#N)C1 (stereo not given)	-22%
N#CCCN(C(=O)CN1CCCC1c1ccc2c(c1)OCCO2)c1ccccc1F (stereo not given)	31%[activator]
COCCNc1ncc(-c2ccc([S+](C)(=O)[O-])cc2)c2c1OCC2	9%[176 µM]
Cc1noc([C@@H]2CN(C(=O)c3ccc(C(C)C)cc3)C[C@H]2CO)n1	12%
Brc1ccccc1Oc1ccc2nnnn2n1	40%[activator]
CCOC(=O)C(=O)Nc1ccc(OCC)cc1	-7%
COCC(=O)N1CCc2nc(C(C)C)nc(-c3ccc(OC)cc3)c2CC1	10%
O=C(CCn1cncn1)N1CCC(c2[nH]ncc2-c2cccc(F)c2)CC1	34%[activator]
C=CCN(Cc1ccc(OC)cc1)C(=O)c1cc(=O)c2ccccc2o1	?
CC1(c2cccnc2)N(Cc2ccccc2)C(=O)OC12CCN(C(=O)C1CCOCC1)CC2 (stereo not given)	4%
CCc1noc(-c2ccn3c(CNC(=O)c4cc5ccccc5[nH]4)nnc3c2)n1	0%
Cc1cccc(CC(=O)N2CC(c3nnc(-c4ccncc4)o3)C3(CCOCC3)C2)c1 (stereo not given)	35%
CCCn1nc(C(=O)N(C)C(C)c2ccc(F)c(F)c2)c2ccccc2c1=O (stereo not given)	?
COC(=O)[C@H](Cc1ccc(OC)cc1)NC(=O)[C@H]1CN(C(=O)c2cccnc2)CCN1S(C)(=O)=O	-1%
Cc1nn(C(=O)C2CCCN2S(=O)(=O)c2ccccc2)c(C)c1Sc1ccccc1 (stereo not given)	-21%
COc1ccccc1-c1nnc([C@H]2CCN(CC3CCCCC3)C2)o1	63%[activator][176 µM]
CCC(=O)N1CCN(c2nc3c(s2)CC(C(=O)NCc2cccc(OC)c2)CC3)CC1 (stereo not given)	-12%
Cc1ccc(NC(=O)CCc2c(C)c3ccc(C)cc3oc2=O)cc1	-28%
O=C1CC(c2ccccc2)N(C(=O)CNC(=O)c2ccoc2)CCCCCN1 (stereo not given)	9%
COc1cc(OC)cc(-c2noc([C@H]3C[C@H](O)[C@@H](CO)O3)n2)c1	-3%
Cc1c(Cl)cccc1NC(=O)CC(C)(C(=O)O)c1ccccc1 (stereo not given)	-22%
Cc1ccc(C(=O)OCc2ncc(-c3ccccc3)o2)c(O)c1	-34%
CC(C)N1CC[C@@H]2[C@H]1C(=O)NC[C@H](CCC(=O)N1CCC(O)CC1)N2C	47%[activator][176 µM]
COc1ccc(-c2cnc3cccnn23)cn1	?
COc1ccc(CN2C(=O)[C@@H]3C[C@@H](O)CN3C3(CN(Cc4cnc[nH]4)C3)C2=O)cc1	57%[activator][176 µM]
O=C(Nc1cccc(F)c1)c1cc2n(n1)CC(c1ccc(Cl)cc1)OC2 (stereo not given)	12%
Cn1ncc(C(=O)NCc2cccs2)c1-n1cccc1	?
CN(C)CCN1CCN(c2cc(C3CC(N)C3)nc(N)n2)CC1 (stereo not given)	3%
Cc1cc(=O)oc2cc(OCC(=O)Nc3ccc(CCO)cc3)ccc12	18%

Later entries
mol	12-LOX inh
CCCC1NC(=O)c2cccnc2-n2c1nc1cc(C)cc(C)c1c2=O (stereo not given)	?
Cc1ccc2c(CN(C)CCOc3ccc(F)cc3)cc(=O)oc2c1	-22%
Cc1ccc(-c2nnc3ccc(NCc4ccc5c(c4)OCO5)nn23)nc1	?
COC(=O)[C@]12CCCCC=C1N(Cc1cccc3ccccc13)C(=O)[C@H](CC(=O)NCCCCc1ccccc1)C2	62%
Cc1ccc(CNC(=O)c2cc(-c3cccnc3)nc3ccc(C)cc23)cc1	1%
COc1ccc(NC(=O)N(C)C[C@@H]2OCc3cnnn3CCCC(=O)N([C@@H](C)CO)C[C@H]2C)c(OC)c1	?
Cc1noc([C@H]2CCN(C(=O)Nc3ccc4c(c3)OCCO4)C[C@H]2NC(=O)C2CC2)n1	36%[activator]
CC1(C)CC(NCc2cccnc2)=CC(=C(C#N)C#N)C1	39%
COc1ccc(-c2ccnc(N[C@H]3CO[C@H]4[C@@H]3OC[C@@H]4NS(=O)(=O)c3ccccc3C#N)n2)cc1	12%
CCn1c(NCCc2ccccc2)nc2c1c(=O)[nH]c(=O)n2C	-12%
CC[C@H]1CN(C(=O)c2cccnc2)CC[C@H]1CC(=O)NCc1cccnc1	1%[176 µM]
CCOCc1nc(C2CCCN(C(=O)Nc3ccccc3OCC)C2)no1 (stereo not given)	26%
Cc1ccc(Cn2c(C3CCN(C(=O)c4ccc(C(F)(F)F)cc4)CC3)n[nH]c2=O)cc1	-29%
Cc1c[nH]c(CN2CCCC(CCc3ccc(F)cc3F)C2)c(C)c1=O (stereo not given)	57%[activator]
O=C1NCCN2CC3(CCN(S(=O)(=O)c4cccs4)CC3)CC12 (stereo not given)	1%
CN(Cc1cccs1)C(=O)CSc1nc2ccsc2c(=O)n1C	6%
Cc1ccc(CC(=O)N2C[C@@H](CN3CCOCC3)[C@@H](CO)C2)cc1F	16%
COc1ccc(-c2cc3c(c4c2ccn4C)C2CCC3C2)cn1 (stereo not given)	-39%
CCCCn1nc(C(=O)Nc2ccc(Cl)cc2)c2ccccc2c1=O	-18%
O=C1CN(CC(=O)c2c[nH]c3ccccc23)CCN1	?
O=[S+]1([O-])NC2(CCN(Cc3ccc(F)cc3)C2)CNc2ccccc21 (stereo not given)	30%[activator]
COC(=O)c1ccccc1S(=O)(=O)N1CCC2(CCCNC2)C1 (stereo not given)	23%
CCCn1c(Oc2ccccc2Cl)nc2c1c(=O)n(C)c(=O)n2C	5%
CC(C)(C)NC(NC(=O)c1ccc(Br)cc1)C(Cl)(Cl)Cl (stereo not given)	-49%
CCOc1ccc(OCC(=O)Nc2sc3c(c2C(=O)N2CCOCC2)CCCC3)cc1	4%

Sorted by molecular weight (falling): some entries from above.
mol	12-LOX inh
Cc1ccc(CNC(=O)c2cc(-c3cccnc3)nc3ccc(C)cc23)cc1	1%
CC[C@H]1CN(C(=O)c2cccnc2)CC[C@H]1CC(=O)NCc1cccnc1	1%[176 µM]
O=C1NCCN2CC3(CCN(S(=O)(=O)c4cccs4)CC3)CC12 (stereo not given)	1%

(next part)
mol	12-LOX inh
O=C1NCc2ccccc2CC12CCCN(Cc1ccccc1OC(F)(F)F)C2 (stereo not given)	10%[6.33 µM]
COC(=O)[C@@H](Cc1cccnc1)NC(=O)[C@H]1CN(S(=O)(=O)c2ccccc2)CCN1C(=O)NC(C)C	13%
O=C1N(Cc2ccccc2)c2ccccc2OC1(F)F	4%
O=C(O)c1ccc(/C=C/C(=O)c2ccc(Br)cc2)cc1	3%
CCn1nc(C(=O)Nc2cccc(C)c2C(=O)OC)c2ccccc2c1=O	9%
COc1cccc(CN2C(=O)OC3(CCN(C(=O)C4CCC(OC)CC4)CC3)C2(C)c2cccnc2)c1 (stereo not given)	22%
CC1(C)C=Cc2c(nc3ccccc3c2N)C1	-4%
CC(C)c1ccc(NS(=O)(=O)c2c[nH]c3ccc([N+](=O)[O-])cc23)cc1	?
C=CCNC(=O)[C@@H]1Cc2cn(Cc3c(C)noc3C)c3cccc(c23)[C@H](CC(C)C)N1	-7%[176 µM]
CCn1cc(S(=O)(=O)N2CCC3(CC2)CC(N(C)Cc2ccccc2)CCO3)cn1 (stereo not given)	16%
CC(NS(=O)(=O)c1cccs1)c1cccnc1 (stereo not given)	6%
O=C(c1cc(F)ccc1F)N1CCC(n2cc(-c3nc(-c4ccccc4)no3)nn2)CC1	?
COCCCNC(=O)c1cc(Nc2cc(C)cc(C)c2)nc2ccccc12	5%
CCCCn1nc(C(=O)Nc2nnc(C)s2)c2ccccc2c1=O	-4%
CC(C)CCn1cnc2c1c(=O)n(CC(=O)NCC1CCCO1)c(=O)n2Cc1ccccc1 (stereo not given)	15%
C1CCC(CN2CCn3c(nnc3C3CCCNC3)C2)CC1 (stereo not given)	54%[activator]
COc1cccc(C2C(C(=O)Nc3ccccc3)=C(C)Nc3nc(SC)nn32)c1OC (stereo not given)	-22%
CC(C)NC(=O)N[C@H]1CCN(C(=O)c2cnccn2)[C@@H]1C(=O)N[C@@H](CCCNC(=O)c1cnccn1)C(N)=O	-1%
CCNC(=O)C1CCCN(C(=O)c2ccc(-c3ccccc3)cc2)CC1 (stereo not given)	4%
COc1ccc(-c2cc3c(ccn3C)c(C(=O)NCc3c(C)cc(C)[nH]c3=O)n2)cc1	?
OCc1cccc(-c2cc3c(cn2)CN(CCc2ccccc2)CCN3)c1	?
O=C(COc1cccc(-n2cnnn2)c1)Nc1ccc(S(=O)(=O)N2CCOCC2)cc1	5%
Cc1oc2cc(OCC(=O)Nc3ccc4c(c3)OCCO4)ccc2c(=O)c1-c1ccc(Cl)cc1	-5%
CCCCCCCCC(=O)N1C(C)CCC1C (stereo not given)	12%
COc1ccc(S(=O)(=O)N2CCOC[C@H](Oc3ccc(C(F)(F)F)cn3)C2)cc1	12%[176 µM]
CCc1c(C)nc2c(Br)cccc2c1Cl	29%
COc1ccc(C(=O)c2oc3cc(NC(=O)C(C)C)ccc3c2C)cc1OC	15%
O=S(=O)(c1ccccc1)N1CCN(Cc2ccccn2)CC1	-19%
CC(=O)c1ccc(NC(=O)C2(c3ccc(C)cc3)CCCC2)cc1	?
Fc1ccc(OCc2nc(CSc3ncc(-c4ccc(F)cc4)o3)cs2)cc1	?
CS(=O)(=O)N1C[C@H]2CCN(Cc3ccccc3F)C[C@H]21	19%
COc1ccc(C(=O)N2CCCn3nc(C)c(-c4ccccc4C(C)C)c32)cc1	15%[176 µM]
Cc1cccc(-c2ocnc2C(=O)Nc2ccc(Cl)cc2C)c1	-25%
COc1ccccc1CN(C)CC(=O)NC(=O)NC1CCCC1	30%
COC(=O)c1ccc2nc(C3CCCCC3)c(Cc3ccc(OC)cc3C)n2c1	0%
CC1(c2ccccc2)N(Cc2ncccn2)C(=O)OC12CCN(C(=O)c1ccc(Oc3ccccc3)cc1)CC2 (stereo not given)	53%[activator]
COc1ccc(C(=O)N2CC(=O)N(c3ccc(C)cc3)CC2C)c(OC)n1 (stereo not given)	?
COc1cc(Cl)c(CN2CCC[C@H]2C(=O)O)cc1OC	23%
Cc1c(C(=O)N2CCCC2)sc2ncnc(NCCN(C)C)c12	-9%
CCN1CCC2(CCC1=O)CN(C(=O)CCc1cccnc1)CCN2C (stereo not given)	3%
CCc1c(C)sc(NC(=O)/C=C/c2ccccc2)c1C#N	?
CCc1noc2nc(C)nc(N3CCCC(C(=O)NCCc4ccc(SC)cc4)C3)c12 (stereo not given)	-52%
